# MsrA act: bovine methionine sulfoxide reductase A activation; purified bovine MsrA, absorbance read-out; activation, % at 10.6 µM; 0.3% of 360,000 active; AID 602163; in the data active means activation above about 7.5%;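 further: 0% = vehicle and 100% = reference activator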
# Rpn11 block: inhibitors of human proteasome Rpn11; 0.59% of 360,000 active; human 26S proteasome, Ub4-pepOG fluorescence polarization; 20S core pre-blocked with epoxomicin; O00487; calls only at 20 µM; AID 588493;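 active means inhibition at 20 µM, scaled to each plate's controls, above about 33%, limit read from the data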
# Target sequence (O00487 whole entry, looked up): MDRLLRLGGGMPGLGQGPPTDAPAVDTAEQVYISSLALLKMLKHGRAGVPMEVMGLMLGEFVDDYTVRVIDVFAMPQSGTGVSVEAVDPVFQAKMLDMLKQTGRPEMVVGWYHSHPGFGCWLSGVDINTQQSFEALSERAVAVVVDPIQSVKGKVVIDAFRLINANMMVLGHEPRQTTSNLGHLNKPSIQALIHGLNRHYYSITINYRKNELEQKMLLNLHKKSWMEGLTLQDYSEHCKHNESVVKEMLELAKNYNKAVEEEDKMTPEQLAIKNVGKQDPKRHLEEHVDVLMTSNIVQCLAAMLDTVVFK
# MsrA inhibitor: bovine MsrA inhibition. purified bovine MsrA, absorbance read-out. inhibition, % at 15.5 µM. 0.75% of 360,000 active. AID 651718; in the data active means inhibition above about 4.5%;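 further: 0% = vehicle wells with enzyme and 100% = reference inhibitor wells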
# FAS-TE inh: blocks the thioesterase domain of human fatty acid synthase; inhibition, % at 15 µM; recombinant FAS-TE, OMFH fluorogenic substrate, fluorescence endpoint; 0.67% of 360,000 active; P49327;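 active means compounds whose normalised, plate-corrected inhibition of enzyme fluorescence in the single-dose primary screen is 50% or more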;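 further: 0% = DMSO with enzyme and 100% = substrate without enzyme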
# CSN deneddyl inh: CSN deneddylation inhibition; Q92905; Purified CSN, SCF-Nedd8-OG deneddylation, fluorescence polarization; inhibition, % at 12.5 µM; 0.38% of 360,000 active; AID 651999;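 active means pattern-corrected inhibition above about 35%, with an unprinted fluorescence ratio check between 0.5 and 1.5, limit read from the data, passing the limit was not always enough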;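 further: 0% = enzyme with substrate and 100% = substrate without enzyme; some results filed as inactive read as strong as hits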
# Target sequence (Q92905 whole entry, looked up, one chain of several): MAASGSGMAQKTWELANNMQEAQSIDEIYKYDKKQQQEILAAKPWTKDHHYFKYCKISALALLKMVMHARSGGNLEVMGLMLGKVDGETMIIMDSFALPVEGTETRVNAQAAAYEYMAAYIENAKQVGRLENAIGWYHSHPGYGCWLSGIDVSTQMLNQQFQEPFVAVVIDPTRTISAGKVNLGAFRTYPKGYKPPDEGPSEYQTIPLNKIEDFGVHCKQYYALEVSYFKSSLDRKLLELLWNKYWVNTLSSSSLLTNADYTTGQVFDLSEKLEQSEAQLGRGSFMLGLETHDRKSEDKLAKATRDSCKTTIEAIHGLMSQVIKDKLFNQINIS
#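 Detection – fluorescence polarization · System – HEK293T-derived human Csn5 enzyme · Controls – substrate-only high control, full reaction low control · Timing – 90 min, room temperature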
# PABP1 MLLE inh: inhibitors of microRNA-mediated deadenylation, human PABP1 MLLE binding. P11940. inhibition, % at 20 µM. GST-MLLE / FITC-PAM2 fluorescence polarization. AID 588489. 0.36% of 360,000 active; in the data active means inhibition above about 35%, passing the limit was not always enough;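 further: plate controls were DMSO wells with GST-MLLE for no effect and wells lacking GST-MLLE protein for full effect; some results filed as inactive read as strong as hits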
# MT1-MMP act inh: blocks activation of human MT1-MMP; P50281; HT1080 RFP-PRO-GFP cells, GFP/RFP ratio fluorescence, overnight; percent of plate control window, DMSO zero; GFP/RFP ratio change, % at 20 µM; 0.061% of 360,000 active; AID 651647;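 active means GFP/RFP ratio change of at least 30% with cell ATP level not reduced by more than half and red fluorescence within 50% of control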; further: strong numbers were not always called active
#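 Read-out: GFP/RFP fluorescence ratio; Test system: RFP-PRO-GFP reporter HT1080 cells; Compound dosing: single-point 20 µM compound, 1% DMSO; Times: overnight compound exposure at 37 °C.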
# E coli Lon inh: inhibitors of E. coli Lon protease | AID 602123 | 0.42% of 360,000 active | P0A9M0 | inhibition, % at 7.94 µM | purified E. coli Lon protease, fluorescence polarization; in the data active means inhibition above about 13%, passing the limit was not always enough;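 further: 0% = enzyme with probe and DMSO and 100% = no enzyme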
# Rin1 Abl inh: blocks binding of human Rin1 to Abl; P00519+Q13671; TR-FRET Rin1/Abl binding, biochemical; inhibition, % at 7.35 µM; 0.4% of 360,000 active; AID 588664; in the data active means inhibition above about 5%, passing the limit was not always enough
# * hit, by the source's call; i = inactive; / = no result given; + = active, no number; & = joins results of further samples.
SMILES,MsrA act,Rpn11 block,MsrA inhibitor,FAS-TE inh,CSN deneddyl inh,PABP1 MLLE inh,MT1-MMP act inh,E coli Lon inh,Rin1 Abl inh
CCCc1ccc(C(O)c2ncc(-c3cccc(OC)c3)[nH]2)cc1 (configuration not stated),3,i,-1.0,6,-1,9,3,-5,-3
O=C(N/N=C/c1cccc2nccnc12)c1ccncc1,-5,i,1.8,-5,0,0,2,7,-9
Cc1cc(/C=C2\SC(=S)NC2=O)c(C)n1-c1cccc(O)c1,-6,/,0.7,21,66*,-102,-57,-127,-2
COc1ccc(NC(=O)N2CCn3c2nc2ccccc23)cc1,-2,i,1.0,20,-1,4,1,-8,-2
CC(C)n1c(SCC(=O)Nc2ccc3c(c2)OCO3)nc2c1c(=O)n(C)c(=O)n2C,-1,i,-0.7,6,-3,6,-1,9,0
Cc1ccc(-c2noc(CSc3nnc(-c4ccncc4)n3-c3ccc(C)cc3)n2)cc1,0,i,0.5,16,-1,-13,-1,-3,2
OC(c1ccc(F)c(F)c1)c1nc(-c2ccc3ccccc3c2)cs1 (configuration not stated),9.2*,i,-0.8,28,-2,-5,10,4,1
CNC(=O)CCC(=O)Nc1ccc(C)cc1,-8,i,-0.6,-4,4,5,2,2,-2
CC(C)(C)n1nc2c(c1NC(=O)c1ccc(F)c(F)c1)CS(=O)(=O)C2,5,i,-0.2,-8,1,-3,0,-2,0
O=C(O)Cn1c(O)c(C=Nc2ccccc2)sc1=S,-1&-5,i,0.0&0.8,-7&-4,1&7,10&16,23&33,-2&-14,-3&1
O=C(OCc1cc(Cl)cc2c1OCOC2)c1cccnc1Cl,-4,i,0.9,18,7,-6,-2,-15,2
O=C1c2cccnc2C(Nc2ccc(Br)cc2)N1Cc1cccs1 (configuration not stated),-6,i,-0.8,30,-4,6,-2,-1,-1
COc1ccc(C(=O)N/C(=C\c2ccco2)C(=O)NCc2cccnc2)cc1,-4,i,/,-8,4,15,-3,-22,1
CSc1ccc(N=Nc2c(C)[nH]n(C)c2=O)cc1,-1,i,-0.4,-1,0,-2,8,-5,-10
S=C(Nc1ccc(Cl)cc1)NC1CCCCC1,0,i,1.0,7,2,-52,6,-3,-4
Cn1nnnc1SCC(=O)N1CCN(S(=O)(=O)c2ccccc2)CC1,-3,i,0.1,-3,-3,7,2,-1,-1
COc1ccc([C@H]2N[C@]3(CCCN(Cc4ccc(Cl)cc4)C3=O)[C@H]3C(=O)N(Cc4ccccc4)C(=O)[C@@H]23)cc1,-2,i,-0.5,23,6,8,1,7,-3
O=C(Cc1ccccc1)NCc1nc2ccccc2[nH]1,1,i,1.2,-10,8,-1,10,3,2
Fc1ccc2cc(-c3cccnc3)ncc2c1,-1,i,-0.7,-7,-1,-10,-5,2,-2
O=C(NCCOc1ccccc1)c1ccc2n[nH]nc2c1,-4,i,1.2,-11,-3,-20,-2,-13,1
COCCN(CC(=O)Nc1ccc(F)cc1)S(=O)(=O)c1ccc(S(=O)(=O)N2CCCC2)cc1,-2,i,-0.2,-7,3,-1,9,-1,2
CCOC(=O)[C@]12CCCC=C1N(Cc1ccco1)C(=O)[C@H](CC(=O)NCCc1ccccc1OC)C2,-1,/,-0.7,-8,5,/,-2,7,/
C=CCOc1ccc(/C=C2\SC(N3CCCCC3)=NC2=O)cc1,-5,i,2.4,2,9,2,3,6,2
CCc1c(C)nc(SC)n(CC#N)c1=O,-2,i,1.1,-1,5,-3,0,7,-4
Cc1cc(C)c(OCC(=O)OCC(=O)N2CCCc3ccccc32)c(C)c1,-2,i,-1.2,14,-1,-3,3,0,-1
CCCCn1c(C(C)NC(=O)c2cccs2)nc2ccccc21 (configuration not stated),-1,i,-0.4,2,0,-1,0,-1,1
CC(=O)Nc1ccc(C(=O)NNC(=O)c2ccc(Cl)cc2Cl)cc1,-2,i,-0.8,-5,3,4,5,-11,-2
CN(c1ccccc1)S(=O)(=O)c1cccc(NC(=O)CSc2nncn2C)c1,-3,i,-0.1,-7,-2,-18,-1,5,-2
COc1cc(C(=O)NN=Cc2ccc(N(C)C)cc2)cc(OC)c1OC,-5,i,5.1*,-8,-2,15,21,-5,-3
FC(F)Oc1ccc(NC(=S)NNc2ccnc3cc(Cl)ccc23)cc1,-3,+,0.1,-16,11,-7,1,-3,1
Cc1cnc2c(c1)C(=O)c1ccccc1-2,-11,i,0.4,-5,4,5,0,1,-2
COc1ccccc1CNC(=O)COC(=O)c1ccc(Cl)c(N)c1,-11,i,1.0,5,-6,-3,1,3,1
COc1ccc(CNC(=S)Nc2ccccc2)cc1,-2,i,0.1,-4,-2,-27,1,6,0
O=C(COc1ccc2c(c1)OCO2)Nc1ccccc1F,-5,i,-0.3,2,1,6,0,-15,3
COc1ccc(-c2ccc(-c3nc4ccc(C)cn4c3NC3CCCCC3)cc2OC)cc1,-5&-5,i,2.1&0.2,35&29,6&3,-4,5&7,-5&-4,2
COc1ccc(NC(=O)c2ccccc2C(=O)N2CCCCC2)cc1,-3,i,-0.4,-1,6,-4,0,0,-4
COc1cccc(-c2cnc(C(O)c3ccc(C)cc3C)[nH]2)c1 (configuration not stated),-7,i,-1.2,-5,7,10,5,-12,-1
CCNS(=O)(=O)c1ccc(CCC(=O)N2CCOCC2)cc1,-4,i,1.1,-6,1,9,0,-1,0
COc1cc(/C=N/Nc2nc3ccccc3[nH]2)cc(Br)c1OCC(=O)N(C)C,-3,i,3.0,-3,-1,-72,4,-3,-8
Cc1cc(=O)[nH]c2c1c(=O)[nH]n2C1CC(C)N(C)CC1C (configuration not stated),1,i,2.0,-6,0,15,2,-3,0
COc1ccc(C(=O)Nc2sc3c(c2C#N)CCN(C(C)=O)C3)cc1,-5,i,2.7,9,7,-13,-6,-18,-3
C/C(CC(=O)Nc1ccc(Cl)c(C(F)(F)F)c1)=N\NC(=O)c1ccccc1O,-6,i,0.7,8,-3,-4,-2,-1,0
COc1ccc(S(=O)(=O)N(CC(=O)N2CCOCC2)Cc2ccccc2)cc1C,-1,i,0.4,0,0,-3,-3,11,-1
CC(=O)c1ccc(N(CC(=O)Nc2cc(C)on2)S(=O)(=O)c2ccc(C)cc2)cc1,-4,i,0.8,6,-6,-25,3,-5,1
Nc1cc(N)nc(SCc2cc(=O)oc3cc4c(cc23)CCC4)n1,-1,i,1.0,2,2,-4,3,-5,0
COc1ccc(S(=O)(=O)NNS(=O)(=O)c2ccc(OC)c(OC)c2)cc1OC,-1,i,/,-2,-5,5,3,-3,-1
Cc1cc(C)n2c(Nc3ccc4c(c3)OCCO4)c(-c3ccccc3)nc2n1,2,i,2.0,6,-1,-22,-7,6,-2
CCOc1ccc(N(CC(=O)N/N=C/c2cc(Br)c(C)o2)S(C)(=O)=O)cc1,-4,i,1.3,4,-5,-8,1,3,2
CCC1(c2ccc(Cl)cc2)NC(=O)N(CC(=O)NC2CCCC(C)C2C)C1=O (configuration not stated),-1,i,1.2,10,-4,9,5,9,1
Cc1ccc(-n2c(C)cc(C=C(C#N)C#N)c2C)cc1,-12,i,-0.6,24,3,14,6,-1,3

# The final three entries of the section before open the next one:
SMILES,MsrA act,Rpn11 block,MsrA inhibitor,FAS-TE inh,CSN deneddyl inh,PABP1 MLLE inh,MT1-MMP act inh,E coli Lon inh,Rin1 Abl inh
CCOc1ccc(N(CC(=O)N/N=C/c2cc(Br)c(C)o2)S(C)(=O)=O)cc1,-4,i,1.3,4,-5,-8,1,3,2
CCC1(c2ccc(Cl)cc2)NC(=O)N(CC(=O)NC2CCCC(C)C2C)C1=O (configuration not stated),-1,i,1.2,10,-4,9,5,9,1
Cc1ccc(-n2c(C)cc(C=C(C#N)C#N)c2C)cc1,-12,i,-0.6,24,3,14,6,-1,3
CCN1C[C@@H]2[C@@H]3C(=O)N(Cc4ccccc4)C(=O)[C@@H]3[C@](C)(C1=O)N2C(=O)c1ccccc1,-1,i,-1.1,-8,0,5,0,-3,1
O=C(O)c1sccc1Oc1ccc(NS(=O)(=O)c2ccccc2)cc1,-5,i,0.1,-2,-6,-16,-3,-6,0
CCOC(=O)CSc1n[nH]c(NC(C)=O)n1,-7,i,0.1,-4,0,15,6,-2,2
CC(=O)N(C)Cc1ccc(C(=O)CCl)cc1,-3,i,-0.3,-2,3,-4,0,5,-2
CC(=O)Nc1ccc(NC(=O)CN(c2ccccc2Cl)S(C)(=O)=O)cc1,-4,i,0.5,-5,5,5,-3,0,3
CCCn1c(SCC(=O)Nc2sc(C)c(C)c2C#N)nnc1C(C)C,-3,i,2.1,-3,6,-6,-1,-5,4
O=C(NCC(=O)N1CCCC1)c1ccc(Br)o1,-2,i,0.5,-1,3,7,1,5,0
COc1cc(OC)cc(C(=O)NCC(=O)NC(C)c2ccccc2)c1 (configuration not stated),-9,i,-0.3,-8,-2,0,0,7,-1
CC(C)C[C@@H](CN=[N+]=[N-])N1CCN(C)CCC1=O,-1,i,0.3,-7,1,-1,4,0,-2
O=C(CN1C(=O)C2CC=CCC2C1=O)Nc1ccc(S(=O)(=O)N2CCOCC2)cc1 (configuration not stated),-2,i,1.0,-6,-3,-104,5,2,-2
Cc1cnc(C=NNC(N)=S)c2cccc(N)c12,0,i,0.3,-4,39,43*,3,5,-3
CC(C)C(=O)N(Cc1ccc(F)cc1)Cc1nc2ccccc2c(=O)[nH]1,-3,i,1.8,0,-8,6,1,-1,-1
O=C1CCCC(c2ccccc2)N1 (configuration not stated),-2,i,0.3,-12,-2,18,-1,-2,-1
Cc1c(Cl)cccc1NC(=O)COC(=O)CN1C(=O)NC(C)(C)C1=O,-2,i,0.5,-5,0,6,0,6,4
NS(=O)(=O)c1cccc(NC(=O)CSc2n[nH]c(-c3cccs3)n2)c1,-1,i,0.4,-9,1,-4,1,-5,2
Cc1cc(OC(F)F)ccc1NC(=S)NC1CCCC1,-2,i,1.4,-4,-1,-5,1,1,-1
C=CCN1CCN(C(=O)c2ccc(-c3ccccc3)cc2)CC1,-2,i,1.2,-2,1,6,5,1,-1
CCOc1ccc(N(C(C)C(=O)NC2CCCCCC2)S(C)(=O)=O)cc1 (configuration not stated),-4,i,0.7,1,0,4,1,-9,1
CN(C)c1nn(C(=O)Nc2ccc(Cl)cc2Cl)cc1-c1ccccc1,-4,i,0.7,-7,1,-3,5,-12,-2
CCCc1cc(=O)[nH]c(SCc2ccc(F)cc2)n1,1,i,-0.9,-1,0,-4,-2,-4,-1
O=S(=O)(CCSc1ccccn1)c1nc2ccccc2s1,0,i,0.8,12,-6,22,-4,0,-2
CCCCCCC1C(C#N)=C(N)OC2=C1C(=O)CCC2 (configuration not stated),-1,i,0.8,1,6,-13,-1,1,1
O=C(NN1C(=O)/C(=C/c2cccs2)SC1=S)c1ccccc1,-3,i,/,5,3,13,4,4,-2
CCCNC(=O)c1cc(C)no1,1,i,-1.1,-6,-3,9,3,-1,0
O=S(=O)(Nc1ccc(Br)cc1)c1cccc2cccnc12,1,i,-0.1,4,-1,2,6,8,-2
COc1ccc(CN2C(=O)C(CC(=O)NC3CCCC3)CC(C(=O)N(C)C)=C2C)cc1 (configuration not stated),-6,i,0.3,-9,0,0,1,-9,-3
COc1ccc(CN2CC(C(=O)NCC3CCCO3)CC2=O)cc1 (configuration not stated),-10,i,-0.5,-8,-5,4,3,1,0
O=C(CCC(=O)N1CCN(c2cccc(Cl)c2)CC1)N1CCN(c2ccccc2)CC1,-3,i,1.8,3,5,4,4,3,1
